MrgX1 allo act – allosterically activates human MrgX1 receptor signaling; B-score at 10 µM; MrgX1-HEK293, Fluo-4 calcium flux, FDSS; stronger effect = higher value; AID 588675; 0.63% of 310,000 active;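 active means plate-corrected calcium response at least 3 library SD above typical, normal starting fluorescence, not activating the receptor alone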;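 further: compound read alongside a low EC10 to EC30 dose of BAM8-22 agonist; peak minus trough fluorescence over baseline measured at the second addition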
TMEM16A inh – blocks the mouse calcium-activated chloride channel TMEM16A; HEK293 TMEM16A/YFP iodide influx fluorescence, ionomycin; 1.2% of 310,000 active; Q8BHY3; normalized B-score (activity score, 25-100; higher = stronger inhibition) at 10 µM;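 active means ratio plate-corrected score three or more library SD toward inhibition, starting fluorescence score within five deviations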;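 further: score derived from kinetic fluorescence span divided by baseline fluorescence per well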
Target sequence (Q8BHY3 whole entry, looked up): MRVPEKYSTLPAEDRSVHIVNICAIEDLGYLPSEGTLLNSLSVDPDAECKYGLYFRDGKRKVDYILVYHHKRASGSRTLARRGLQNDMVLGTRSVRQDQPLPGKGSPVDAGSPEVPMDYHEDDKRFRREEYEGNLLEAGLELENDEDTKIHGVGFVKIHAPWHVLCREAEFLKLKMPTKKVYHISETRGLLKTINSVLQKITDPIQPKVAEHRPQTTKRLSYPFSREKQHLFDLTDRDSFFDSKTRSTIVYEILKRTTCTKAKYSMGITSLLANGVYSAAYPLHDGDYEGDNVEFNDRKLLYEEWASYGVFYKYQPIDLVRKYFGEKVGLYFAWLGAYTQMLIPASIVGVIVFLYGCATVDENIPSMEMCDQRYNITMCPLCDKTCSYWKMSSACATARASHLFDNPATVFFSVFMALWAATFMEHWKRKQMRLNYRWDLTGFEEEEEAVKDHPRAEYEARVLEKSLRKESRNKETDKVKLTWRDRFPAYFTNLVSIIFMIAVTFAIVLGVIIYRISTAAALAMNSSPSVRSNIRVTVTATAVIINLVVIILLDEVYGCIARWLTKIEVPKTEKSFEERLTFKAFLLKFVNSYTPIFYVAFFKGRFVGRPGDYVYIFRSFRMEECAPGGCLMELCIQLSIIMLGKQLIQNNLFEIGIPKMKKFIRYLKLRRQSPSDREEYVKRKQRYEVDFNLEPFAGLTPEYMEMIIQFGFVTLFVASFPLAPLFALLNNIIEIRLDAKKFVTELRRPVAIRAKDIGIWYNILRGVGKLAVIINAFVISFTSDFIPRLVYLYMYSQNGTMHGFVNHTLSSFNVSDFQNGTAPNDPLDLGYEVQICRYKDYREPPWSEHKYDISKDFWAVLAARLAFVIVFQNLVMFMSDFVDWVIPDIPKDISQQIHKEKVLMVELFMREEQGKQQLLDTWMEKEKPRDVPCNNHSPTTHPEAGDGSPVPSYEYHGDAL
TRPC6 activator – activates the mouse TRPC6 cation channel; Q61143; HEK293-TRPC6 membrane potential dye fluorescence; stronger effect = higher value; B-score at 10 µM; 0.13% of 310,000 active; AID 2550;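 active means B-score of the integrated fluorescence ratio above library mean plus 3 SD, and starting fluorescence ratio within library mean plus 5 SD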;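 further: higher score means more depolarization so channel activation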
TRPC4 inh – inhibitors of mouse TRPC4 channel. Q9QUQ5. HEK293 TRPC4beta/mu-opioid, DAMGO-evoked Fluo4 calcium flux; stronger effect = lower value. B-score at 10 µM. 0.39% of 300,000 active. AID 2247;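 active means B-score over 3 SD under the library average, no early fluorescence shift, positive overall ratio signal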
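Assay system: HEK293 cells with stable TRPC4beta plus mu-opioid receptor expression. Dosing: single dose. Measured by: Fluo4 Ca2+ flux fluorescence. Also added: DAMGO in two steps, submaximal then maximal. Read-out: B score from integrated Fluo4 fluorescence ratio.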
MrgX1 agonist – human MrgX1 receptor agonism, primary screen. B-score at 10 µM. 0.44% of 310,000 active. MrgX1-HEK293 cells, Fluo-4 calcium fluorescence, agonist mode; stronger effect = higher value. AID 588627. Q96LB2;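 active means calcium response B-score plate-corrected fluorescence ratio at least 3 library SD, with starting fluorescence B-score inside 5 SD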
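times = overnight plating, then 30 min 37 °C plus 30 min room-temperature dye loading | assay system = stable human MrgX1 HEK293 cell line | input = fifteen thousand cells per well | signal = kinetic calcium dye fluorescence, Fluo-4 NW | dosing = compound delivered in addition one of three | read-out = B-scored fluorescence response ratio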
TRPC6 inh – inhibitors of mouse TRPC6 channel; HEK293-TRPC6, membrane potential dye, ACh-evoked depolarization; stronger effect = lower value; B-score at 10 µM; AID 2553; Q61143; 1.1% of 310,000 active;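 active means B-score under library mean minus 3 SD, initial fluorescence not abnormally high, positive integrated signal ratio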;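 further: B-score derived from integrated fluorescence ratio over the kinetic read; more negative B-score means stronger inhibition of depolarization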
RGS4 inh – human RGS4 inhibition. HEK293 M3R/RGS4 inducible, Fluo-4 calcium flux; stronger effect = higher value; triggered by carbachol at its EC20. B-score at 10 µM. 0.45% of 310,000 active. AID 463165;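 active means B-score, a plate-corrected calcium signal, over three deviations above library mean, with baseline fluorescence within five deviations of library mean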;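 further: RGS4 expression induced by doxycycline in cells with stable M3 receptor; B-score is computed from the integrated fluorescence ratio over baseline after carbachol; higher B-score means a larger calcium signal and so more RGS4 inhibition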
TRPC4 potent – allosterically enhances the mouse TRPC4 cation channel | HEK293 TRPC4beta/mu-opioid, DAMGO EC20, Fluo-4 Ca2+ flux; stronger effect = higher value | B-score at 10 µM | 0.42% of 310,000 active | AID 2227;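 active means B-score of calcium response area above 5 SD of library B-scores, with initial fluorescence ratio within 5 SD of library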;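 further: B-score of integrated fluorescence ratio over time as area under calcium response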
TRPC4 act – TRPC4 (mouse) channel activation; Q9QUQ5; HEK293 TRPC4beta/mu-opioid, Fluo4 calcium fluorescence; stronger effect = higher value; B-score at 10 µM; 0.49% of 310,000 active;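 active means B-score above 5 SD of library B-scores, and initial fluorescence ratio not above library mean plus 5 SD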;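 further: positive B-score marks a calcium rise read as TRPC4 activation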
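Assay system: HEK293 stable line with TRPC4beta plus mu-opioid receptor. Times: dye 45 min RT, read 110 s. Measured by: kinetic Fluo4 calcium fluorescence. Measure: B score of integrated ratio. Controls: assay buffer as low control, maximal DAMGO as high control.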
ANO1 activ – activates or potentiates the mouse TMEM16A chloride channel | 0.3% of 340,000 active | HEK293 TMEM16A/YFP-H148Q/I152L, iodide quench fluorescence; stronger effect = lower value | B-score at 10 µM | AID 623877;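 active means fluorescence-ratio B-score plate-corrected deviation score at least 3 library SD below zero, with starting fluorescence score within 5 deviations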;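 further: channel opened by trigger with iodide after compound preincubation; score built on the fluorescence ratio of max minus min over baseline; more negative score means more quench and so TMEM16A activation or potentiation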
MrgX1 antag – antagonists of human MrgX1 receptor; Q96LB2; MRGX1-HEK293 calcium flux, Fluo-4, BAM8-22 antagonism; stronger effect = lower value; B-score at 10 µM; 1.3% of 310,000 active; AID 588676;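 active means calcium-response B-score plate-corrected more than 3 library SD below zero, starting fluorescence within 5 deviations, no agonist response on first addition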;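 further: peak minus trough fluorescence over baseline after final BAM8-22 challenge near maximal dose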
* marks the source's active call; other numbers are inactive results; i = inactive; x = no result given.

SMILES	MrgX1 allo act	TMEM16A inh	TRPC6 activator	TRPC4 inh	MrgX1 agonist	TRPC6 inh	RGS4 inh	TRPC4 potent	TRPC4 act	ANO1 activ	MrgX1 antag
Cc1ccc(-c2noc(CCC(=O)NCc3ccc4c(c3)OCO4)n2)cc1	i	i	i	i	i	i	i	i	i	i	i
O=[N+]([O-])c1ccc(Sc2n[nH]c(-c3ccncc3)n2)nc1	i	i	i	i	i	i	i	i	i	i	i
Cc1ccc(NC(=O)/C(C#N)=C/c2ccccc2C(F)(F)F)cc1	i	i	i	i	i	i	i	i	i	i	i
CCC(C)NC(=O)c1cccc(OCc2c(C)noc2C)c1 (configuration not stated)	i	i	i	i	i	i	i	i	i	i	i
COc1ccc2[nH]c3c(c2c1)CCN1C(=O)N([C@@H](C)C(=O)NCc2ccccc2OC)C(=O)[C@]31C	i	i	i	i	i	i	i	i	i	i	i
CCn1cc(CNC(=S)Nc2cccc3ccccc23)cn1	i	i	i	i	i	i	i	i	i	i	i
CC(C)N(CCn1cnc2c([nH]c3ccccc32)c1=O)C(C)C	i	i	i	i	i	i	i	i	i	i	i
COc1ccc(CCN(C(=O)C(F)(F)F)C(C(=O)NC2CCCCC2)c2ccc(C)s2)cc1OC (configuration not stated)	i	i	i	i	i	i	i	i	i	i	i
Cc1cc(=O)[nH]c(N/N=C/c2ccco2)n1	i	i	i	i	i	i	i	i	i	i	i
COC(=O)c1c(N)c(C#N)c2n1CCCCC2	i	i	i	i	i	i	i	i	i	i	i
COc1ccc(OC)c(Nc2nc(N)c([N+](=O)[O-])c(NCc3ccccc3)n2)c1	i	i	i	i	i	i	i	i	i	i	i
CC(C)(O)c1[nH]c2ccc(C#N)cc2c1C(C)(C)O	i	i	i	i	i	i	i	i	i	x	i
COCCCNC(=O)/C(C#N)=C/c1c(N2CCN(C)CC2)nc2ccccn2c1=O	i	i	i	i	i	i	i	i	i	i	i
COc1ccc2cc3cc(C(=O)N4CCN(C5CCCCC5)CC4)oc3nc2c1	i	i	i	i	i	i	i	i	i	i	i
COc1ccc(Cc2nnc(SCC(=O)N3CCCC(C)C3)o2)cc1 (configuration not stated)	i	i	i	i	i	i	i	i	i	i	i
COCCN(C(=O)CSc1nnc(-c2cccc(F)c2)n1N)c1c(N)n(Cc2ccccc2)c(=O)[nH]c1=O	i	i	i	i	i	i	i	i	i	i	i
Cc1nc2c(C(=O)NCCC(C)C)c[nH]n2c(=O)c1Cl	i	i	i	i	i	i	i	i	i	i	i
O=C(Oc1ccc(N2C(=O)CCC2=O)cc1)c1ccco1	i	i	i	i	i	i	i	i	i	i	i
O=C(NNS(=O)(=O)c1ccccc1F)c1ccccc1-n1cccc1	i	i	i	i	i	i	i	i	i	i	i
C[C@H](NC(=O)c1[nH]cnc1C(=O)Nc1ccc(Cl)cc1)C(=O)OC(C)(C)C	i	i	i	i	i	i	i	i	i	i	i
CN1CCN(CCCNC(=O)c2ccc(/C=C3\Oc4ccccc4N(Cc4ccc(Cl)cc4)C3=O)cc2)CC1	i	i	i	i	i	i	i	i	i	i	i
Cc1nc(SCc2ccccc2)c2oc3ccccc3c2n1	i	i	i	i	i	i	i	i	i	i	i
CC1(c2nnc(-c3ccc(F)cc3)o2)CC(c2cccc(Cl)c2)=NO1 (configuration not stated)	i	i	i	i	i	i	i	i	i	i	i
O=C1c2cccc3cc(Br)cc(c23)C(=O)N1Nc1ccc(Br)cc1	i	i	i	i	i	i	i	i	i	i	i
CCC(=O)N/C(=N/c1nc(C)cc(C)n1)Nc1cccc(OC)c1	i	i	i	i	i	-5.8*	i	i	i	i	i
CC(C)N(Cc1ccccc1)C(=O)COc1ccccc1	i	i	i	i	i	i	i	i	i	i	i
Cn1c(=O)[nH]c2ncccc21	i	i	i	i	i	i	i	i	i	i	i
O=C(O)CN(c1ccccc1)C1SC(=O)NC1=O (configuration not stated)	i	i	i	i	i	i	i	i	i	i	i
COc1ccc(NC(=O)CN2CCCCC2)cc1	i	i	i	i	i	i	i	i	i	i	i
CC(=O)Nc1ccc(NC(=O)CN(c2ccc(F)cc2)S(=O)(=O)c2ccc3c(c2)OCCO3)cc1	i	i	i	i	i	i	i	i	i	i	i
O=C(c1ccc(-c2ccccc2)cc1)N1CCC(C(=O)N2CCCC2)CC1	i	i	i	i	i	i	i	i	i	i	i
COc1ccc(NS(=O)(=O)c2ccc(Oc3c(C#N)cccc3C#N)cc2)cc1	i	i	i	i	i	i	i	i	i	i	i
FC(F)(F)c1cccc(-n2cccc2/C=N/n2cnnc2)c1	i	i	i	i	i	i	i	i	i	i	i
CN(Cc1ccco1)C(=O)Cn1ncc2c([nH]c3ccccc32)c1=O	i	i	i	i	i	i	i	20*	i	i	i
O=C(Nc1nc(-c2ccccn2)cs1)C12CC3CC(CC(O)(C3)C1)C2	i	i	i	i	i	i	i	i	i	i	i
CSC(=NCCCN1CCOCC1)NS(=O)(=O)c1cccs1	i	i	i	i	i	i	i	i	i	i	i
N#Cc1ccc(Oc2ccc(-c3nc4ccccc4nc3-c3ccccc3)cc2)cc1C#N	i	i	i	i	i	i	i	i	i	i	i
COc1ccc(OCCCCOc2ccccc2Cl)cc1	i	i	i	i	i	i	i	i	i	i	i
Cc1ccc(OCC(=O)Nc2ccc3oc(=O)ccc3c2)c(C)c1	i	i	i	i	i	i	i	i	i	i	i
COc1cc(NC(=O)CSc2nncn2C)cc(OC)c1OC	i	i	i	i	i	i	i	i	i	i	i
Cc1cc(OCc2cc(C(=O)N(C)C(C)c3ccccn3)no2)cc(C)c1Cl (configuration not stated)	i	i	i	i	i	i	i	i	i	i	i
O=C(CSc1nc(O)cc(=O)n1-c1ccccc1)Nc1ccc2c3c(cccc13)CC2	i	i	i	i	i	i	i	i	i	i	i
CN(Cc1c(O)ccc2c1oc(=O)c1ccccc12)C1CCCCC1	i	i	i	x	i	i	i	i	i	i	i
CCn1nc(C)c(/C=C/C(=O)Nc2ccc(C)cc2C)c1C	i	i	i	i	i	i	i	i	i	i	i
NC(=O)c1ccccc1NC(=O)Cc1cccs1	i	i	i	i	i	i	i	i	i	i	i
COc1ccc2nc(NC(=O)/C=C/c3ccc4c(c3)OCO4)sc2c1	i	i	i	i	i	i	i	i	i	x	-6.3*
CCOC(=O)c1nnn(-c2ccccc2C#N)c1C	i	i	i	i	i	i	i	i	i	i	i
Cc1cccc(NC(=O)C2CCCN(c3cnccn3)C2)c1 (configuration not stated)	i	i	i	i	i	i	i	i	i	i	i
Cc1ccc(C(=O)NC(NC(=S)Nc2ccc(S(N)(=O)=O)cc2)C(Cl)(Cl)Cl)cc1 (configuration not stated)	i	i	i	i	i	i	i	i	i	i	i
CCCCn1c2c(c(=N)c3ccccc31)CCC2	i	i	i	i	i	-7.2*	i	i	i	i	i
CC1=NN(c2ccccc2)C(=O)C1/C=C1/NC(=S)NC1=O (configuration not stated)	i	i	i	i	i	i	i	i	i	i	i
COC(=O)C1CCN(C(=O)c2cc3ccccc3oc2=O)CC1	i	i	i	i	i	i	i	i	i	i	i
C#CCN1C(=O)C(O)(CC(=O)c2cc(OC)ccc2OC)c2ccccc21 (configuration not stated)	i	i	i	i	i	i	i	i	i	i	i
COc1ccc(OC)c(NC(=O)C2CCN(S(=O)(=O)c3ccc4c(c3)CC(C)N4C(C)=O)CC2)c1 (configuration not stated)	i	i	i	i	i	i	i	i	i	i	i
CNC(=S)N(CCc1c(C)[nH]c2ccc(OC)cc12)Cc1cc(OC)c(OC)c(OC)c1	i	i	i	i	i	i	i	i	i	i	i
CCOC(=O)c1sc2nc(C)nc(SCC(=O)N(C)C3CCS(=O)(=O)C3)c2c1C (configuration not stated)	i	i	i	i	i	i	i	i	i	i	i
COc1ccc(NC(=O)Cc2ccc(Cl)c(Cl)c2)cn1	i	i	i	i	i	i	i	i	i	i	i
Nc1nc(SCC(=O)NCC2CCCO2)n[nH]1 (configuration not stated)	i	i	i	i	i	i	i	i	i	i	i
Cn1c(=O)c(C(=O)NCc2ccccc2Cl)c(O)c2ccccc21	i	i	i	i	i	i	i	i	i	i	i
Cc1cc(N2CCCCC2)nc2c(C)cccc12	i	i	i	i	i	i	i	i	i	i	i

Next section
SMILES	MrgX1 allo act	TMEM16A inh	TRPC6 activator	TRPC4 inh	MrgX1 agonist	TRPC6 inh	RGS4 inh	TRPC4 potent	TRPC4 act	ANO1 activ	MrgX1 antag
Cc1cc(NC(=O)CCN2C(=O)C3C4C=CC(C4)C3C2=O)c2ccccc2n1 (configuration not stated)	i	i	i	i	i	i	i	i	i	i	i
COc1ccc(N(CC(=O)NCCC2=CCCCC2)S(C)(=O)=O)cc1OC	i	i	i	i	i	i	i	i	i	i	i
Cn1c(CN2CCCC2)nc2cc(NC(=O)COc3ccc([N+](=O)[O-])cc3)ccc21	i	i	i	i	i	i	i	i	i	i	i
CC(=O)Oc1ccc(C(=O)NC(C)CCc2ccccc2)cc1 (configuration not stated)	i	i	i	i	i	i	i	i	i	i	i
Oc1ccc(C2=Nn3c(nnc3-c3ccco3)SC2)cc1O	i	i	i	i	i	i	i	i	i	i	i
COC(CNC(=O)C(=O)NCC1OCCN1S(=O)(=O)c1ccccc1)OC (configuration not stated)	i	i	i	i	i	i	i	i	i	i	i
COc1ccc(NC(=O)C2CCN(C(=O)[C@@H]3Cc4ccccc4CN3)CC2)cc1	i	i	i	i	i	i	i	i	i	i	i
Cc1ccc(CC(=O)NCCCc2ccccc2)cc1	i	i	i	i	i	i	i	i	i	i	i
COc1ccc(Cl)cc1NC(=O)CCS(=O)(=O)c1ccc(Br)cc1	i	i	i	i	i	i	i	i	i	i	i
O=C1CC(=O)Nc2cc(S(=O)(=O)NCc3cccs3)ccc2N1	i	i	i	i	i	i	i	i	i	i	i
COCCCNC(=O)CSc1nc2ccccc2c(=O)n1CCCN1CCCCC1	i	i	i	i	i	i	i	i	i	i	i

Compound activity: PubChem BioAssay, Johns Hopkins Ion Channel Center
